NOD2-RIPK2 inh: NOD2-RIPK2 protein interaction inhibition. CHO BLA complementation NOD2-RIPK2, CCF4 ratio. inhibition, % at 4.98 µM. hit rate 0.38% among 360,000. AID 624267; in the data active = inhibition above about 21%;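 also: 0% = vehicle only and 100% = reference blocker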
Target sequence (O43353 whole entry, looked up): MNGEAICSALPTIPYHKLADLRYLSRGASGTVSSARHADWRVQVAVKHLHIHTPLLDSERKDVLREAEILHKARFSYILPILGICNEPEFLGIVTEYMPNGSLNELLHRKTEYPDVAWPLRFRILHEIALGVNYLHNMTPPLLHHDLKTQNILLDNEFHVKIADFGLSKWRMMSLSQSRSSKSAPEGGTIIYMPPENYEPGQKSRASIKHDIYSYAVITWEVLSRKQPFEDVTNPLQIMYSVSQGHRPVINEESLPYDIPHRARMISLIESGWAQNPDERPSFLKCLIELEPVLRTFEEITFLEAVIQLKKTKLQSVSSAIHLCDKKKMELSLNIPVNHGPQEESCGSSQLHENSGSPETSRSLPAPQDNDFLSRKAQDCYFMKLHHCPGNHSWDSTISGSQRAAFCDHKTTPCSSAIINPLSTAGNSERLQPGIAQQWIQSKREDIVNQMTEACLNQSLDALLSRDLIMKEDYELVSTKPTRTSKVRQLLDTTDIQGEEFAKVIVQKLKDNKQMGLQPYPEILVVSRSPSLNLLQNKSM
TROY signal inh: TROY signaling inhibition; Q293 LMP1-TROYcd NF-kB luciferase reporter, 4 h; hit rate 0.98% among 360,000; AID 1347056; inhibition, % at 10 µM;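 active = compounds whose plate-normalised and pattern-corrected inhibition of the luciferase reporter signal at the single screening dose is 50% or more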
LRH-1 inv ag: suppresses constitutive activity of human LRH-1. O00482. HEK293T StAR-luciferase reporter, LRH-1 transfected, 24 h. inhibition, % at 3.6 µM. hit rate 0.13% among 360,000. AID 602396;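 active = inhibition above the mean inhibition of all tested compounds plus 3 SD, cut at about 73% in these data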;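 also: 0% = DMSO wells and 100% = reporter-only cells lacking LRH-1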
Target sequence (O00482 whole entry, looked up): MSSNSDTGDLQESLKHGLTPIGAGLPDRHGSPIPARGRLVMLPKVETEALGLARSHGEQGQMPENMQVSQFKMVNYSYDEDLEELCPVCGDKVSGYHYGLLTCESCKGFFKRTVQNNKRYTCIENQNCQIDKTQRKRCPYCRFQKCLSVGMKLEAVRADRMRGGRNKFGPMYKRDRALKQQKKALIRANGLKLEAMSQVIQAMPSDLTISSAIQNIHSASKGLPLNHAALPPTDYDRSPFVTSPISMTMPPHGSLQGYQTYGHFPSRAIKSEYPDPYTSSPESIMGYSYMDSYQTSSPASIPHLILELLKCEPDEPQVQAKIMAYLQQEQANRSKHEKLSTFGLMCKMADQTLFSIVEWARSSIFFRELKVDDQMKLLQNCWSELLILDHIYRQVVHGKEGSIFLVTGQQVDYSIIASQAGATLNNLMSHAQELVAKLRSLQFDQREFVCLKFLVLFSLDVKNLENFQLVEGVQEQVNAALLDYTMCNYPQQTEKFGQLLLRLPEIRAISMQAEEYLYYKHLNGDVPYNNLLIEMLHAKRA
Exocytosis inh: blocks lytic granule exocytosis | TALL-104 LAMP-1 surface exposure, flow cytometry; cells stimulated with thapsigargin and PMA | hit rate 0.66% among 360,000 | inhibition, % at 10 µM | AID 651702;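 active = inhibition above about 55%, limit read from the data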
NR2F2 inh: inhibitors of human COUP-TFII (NR2F2). hit rate 0.7% among 370,000. HEK293T NGFI-A luciferase reporter, luminescence. inhibition, % at 8.6 µM;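 active = inhibition above a per-plate cutoff, mean inhibition of test wells between control levels plus 3 SD, cut at about 38% in these data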;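 also: cells cotransfected with COUP-TFII expression vector driving the NGFI-A reporter; 0% = median of COUP-TF2 test wells and 100% = reporter-only cells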
NCOA2 inhibitor: inhibits human steroid receptor coactivator 2 | Q15596 | HEK293 GAL4-SRC2 luciferase reporter, luminescence | inhibition, % at 9 µM | hit rate 0.17% among 370,000 | AID 651957;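 active = inhibition above the mean inhibition of all tested compounds plus 3 SD, set per campaign, cut at about 52% in these data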;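 also: 0% = DMSO treated cells and 100% = cells given Gossypol at 36 µM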
TWEAK Fn14 block: inhibitors of TWEAK-Fn14 interaction signaling. inhibition, % at 10 µM. hit rate 2% among 360,000. AID 1159606. TWEAK-stimulated Fn14 reporter cells, luciferase luminescence, 8 h; in the data active = inhibition above about 50%
NCOA1 inh: human NCOA1 inhibition | Q15788 | HEK293 GAL4-SRC1 luciferase reporter, luminescence | inhibition, % at 3.6 µM | hit rate 0.12% among 360,000 | AID 588354;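 active = inhibition above the campaign mean plus 3 SD, with each screening campaign given its own cutoff, cut at about 60% in these data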;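 also: 0% = DMSO treated cells and 100% = gossypol at 36 µM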
ABHD5 PLIN5 PPI: blocks binding of human ABHD5 to perilipin-5 | Split G. princeps luciferase complementation, luminescence, 4 h | hit rate 0.78% among 360,000 | Q00G26+Q8WTS1 | inhibition, % at 4 µM | AID 602281;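 active = inhibition above the mean inhibition across every tested compound plus 3 SD, cut at about 22% in these data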;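 also: 0% = DMSO only wells and the 100% control is not disclosed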
TLR9-MyD88 block: TLR9-MyD88 interaction inhibition. Q9NR96+Q99836. CHO BLA complementation TLR9-MyD88, CCF4 FRET ratio. inhibition, % at 4.98 µM. hit rate 0.21% among 340,000. AID 504734;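 active = inhibition above the mean over all tested compounds plus 3 SD, cut at about 21% in these data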;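 also: 0% = DMSO only wells and 100% = clavulanate BLA inhibitor control wells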
SRC3 inh: human NCOA3 inhibition | HEK293 GAL4-SRC3 luciferase reporter, luminescence | Q9Y6Q9 | hit rate 0.17% among 360,000 | inhibition, % at 3.6 µM;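 active = inhibition above a per-campaign cutoff, the mean of all compounds plus 3 SD, cut at about 60% in these data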;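 also: 0% = DMSO-treated cells and 100% = gossypol-treated cells at 36 µM; higher means less SRC3-driven luciferase light from the GAL4 reporter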
The depositor's hits bear a star; x = no result given.

SMILES	NOD2-RIPK2 inh	TROY signal inh	LRH-1 inv ag	Exocytosis inh	NR2F2 inh	NCOA2 inhibitor	TWEAK Fn14 block	NCOA1 inh	ABHD5 PLIN5 PPI	TLR9-MyD88 block	SRC3 inh
O=C(c1[nH]c(C(F)(F)F)nc1-c1ccccc1)N1CCN(c2c(Cl)cncc2Cl)CC1	-26	20	-3	2	5	-22	45	18	9	x	25
Cc1cc2nc3c(nc2cc1C)C(O)=C3O	0	-28	11	-2	-26	-4	-20	8	12	5	22
CCN(CC)S(=O)(=O)c1ccc(NC(=O)c2c(-c3ccccc3)noc2C)cc1	-3	-6	29	-2	0	5	-27	4	6	-3	6
Cc1ccc(C)c(C(=O)CCC(=O)N2CCN(c3ncccn3)CC2)c1	-6	-23	-14	18	-2	-11	-17	-7	3	2	-5
O=C1c2ccccc2C(=O)N1CCc1nc(-c2ccc(Cl)cc2)no1	-3	29	0	0	-2	8	-23	-4	-3	-4	6
CC1=CC(c2ccc(Cl)cc2)n2ncnc2N1 (stereo not given)	0	-30	0	-10	4	-12	5	-4	-1	5	0
COc1ccc(C(=O)N[C@H]2CCCCNC2=O)cc1OC1CCN(C(C)C)CC1	-11	5	-6	-2	5	-2	2	-26	-3	-18	0
Cc1cc[n+](-c2[nH]c(=O)sc2/C=N/NC(=O)c2ccccc2[O-])cc1C	-6	-1	-1	-2	-4	-11	0	-35	-3	12	2
CCO[C@H]1OC(C(=O)NCc2ccccc2)=C[C@@H](c2cn(C(C)=O)c3ccccc23)[C@@H]1CCCO	-3	3	-2	-1	-3	5	-14	13	13	-2	2
O=[N+]([O-])c1nn(-c2ccccc2)n(O)c1=NCCc1ccccc1	4	-45	-43	4	-12	-26	-3	-100	2	2	-36
COc1ccc(NC(=O)C2(C)CCN2Cc2ccc(C(C)C)cc2)cc1OC (stereo not given)	5	22	17	-6	19	0	13	17	-1	x	4
O=C1CC(C(=O)NCCc2ccccc2)SC(=Nc2ccccc2)N1 (stereo not given)	-4	-11	-6	-1	-7	-1	-4	-36	0	x	5
COc1ccc(CNC(=O)N2CCN(C(=O)c3ccccc3)CC2)cc1	-10	-8	9	-4	18	2	3	2	6	-13	21
CC1C(=O)CC2C3(C)CCC2(C(C)C(=O)O)C(=O)C13 (stereo not given)	-19	-14	-24	13	-10	-33	14	-3	4	x	18
CCOC(=O)C1CCN(C(=O)COC(=O)/C=C/c2ccc([N+](=O)[O-])cc2)CC1	0	13	10	-1	-14	8	-6	-17	3	-12	-1
Cc1nnc(N2C(=O)C(O)=C(C(=O)c3ccco3)C2c2ccc(C(C)C)cc2)s1 (stereo not given)	0	-36	-26	0	-13	-29	3	-16	-1	4	-4
O=C(CSc1oc(-c2ccccc2)nc1S(=O)(=O)c1ccc(F)cc1)NCC1CCCO1 (stereo not given)	-9	4	11	-1	-1	-11	5	-24	3	2	20
COc1cc(/C=N/NC(=O)CNC(=O)c2ccncc2)ccc1O	-1	-15	3	9	2	-14	-11	-11	-3	-3	-5
O=C(COC(=O)Cn1cnc2ccccc21)NCCc1ccc(Cl)cc1	1	-3	-6	-2	7	-18	-11	-1	2	-2	-13
Cc1cc(C)c(S(=O)(=O)c2ccc(F)cc2C)c(Cl)n1	2	-30	5	-1	8	8	-4	4	-2	-3	9
CN(C(=O)C1CCOC1)c1nnc(C2CCOC2)s1 (stereo not given)	0	16	-15	0	-9	-2	-7	-26	3	3	2
Cc1ccc(N(CC(=O)NC2CCCCC2)C(=O)CCCC(=O)Nc2ccccn2)c(C)c1	-1	-8	0	9	5	-8	-5	6	-5	-10	11
CCC(C)(C(=O)NC1CCCCC1)N(C(=O)c1ccccn1)c1ccccc1 (stereo not given)	7	3	10	-1	4	14	1	-15	2	0	-2
CCC(=O)Nc1cccc(-c2cn3ccccc3n2)c1	-2	-40	-16	-8	-18	-19	-8	-17	3	12	-13
CCc1cc2c3c(c1)/C(=C1/SC(N)=NC1=O)C(=O)N3C(C)(C)C=C2C	-10	-12	-7	-1	4	3	-12	7	6	1	9
COc1ccc(C(F)(F)F)cc1NC(=O)c1nc2nc(C)cc(C(F)F)n2n1	-2	2	6	3	3	4	5	-4	-3	4	9
O=C(Nc1ccccc1)N1CCN(c2ccccc2)CC1	3	-14	-29	-4	-2	-16	-28	-8	-2	-4	-29
COc1ccccc1N(CC(=O)N1CCN(c2ccccc2)CC1)S(=O)(=O)c1ccc(C)cc1	-9	20	-4	0	-5	6	6	-1	-11	-8	5
COc1ccc(C(=O)Nc2ccc(C3(C#N)CCCC3)cc2)cc1	-1	-12	5	-4	-3	-68	-12	-8	0	-5	1
Cc1ccc(C(=O)NCc2ccco2)cc1	5	-7	-22	-4	-3	6	5	9	1	-6	-2
CCc1cccc(OCC(=O)Nc2ccc(S(=O)(=O)N3CCCC3)cc2)c1	-13	14	13	-3	-2	20	17	-10	-7	-3	-15
Cc1cccc(CN2C(=O)/C(=C\c3ccc(C(=O)NCCCN4CCN(C)CC4)cc3)Oc3ccccc32)c1	16	-11	-4	35	19	-6	-173	-26	12	6	0
O=C(CN1C(=O)/C(=C\c2cccc(Cl)c2)Sc2ccccc21)NCCCN1CCOCC1	2	-16	-4	13	12	-17	-20	-7	14	0	-10
COc1ccc(C)cc1NS(=O)(=O)c1ccccc1	-10	-7	14	1	0	5	14	-13	1	8	-9
COc1ccc(/C=C/C(=O)NCc2ccccn2)cc1OC	-4	21	0	1	0	-15	9	-12	-2	3	-12
COC(=O)c1cccc(-n2c(=O)n(Cc3ccccc3)c(=O)c3[nH]cnc32)c1C	6	7	-9	-4	7	-5	6	-18	1	-4	-1
CCC[C@H]1CN(Cc2cccnc2)C(=O)[C@@H]1CC(=O)Nc1ccc(Br)cc1	6	-4	-8	0	7	9	-16	-9	-5	8	-16
O=c1[nH]cc(N(CCO)CCO)c(=O)[nH]1	-5	-6	-9	-1	-3	-19	-25	0	-5	-4	1
Cc1oc(-c2ccc(Cl)cc2)cc1C(=O)NC1CCN(Cc2ccccc2)CC1	3	-19	-11	80*	10	-6	-14	9	-1	x	13
O=C(COC(=O)Cc1cccs1)Nc1ccccc1F	0	1	-9	4	-13	-47	-10	-1	-2	-7	2
Cc1cc(C(=O)c2ccccc2)c(NC(=O)CN2CCOCC2)s1	-4	-7	-4	2	3	-16	9	5	4	-6	24
O=C(OCC(=O)N1CCC(c2ccccc2)=N1)c1ccc(Cl)s1	-8	-6	11	2	-7	2	-11	8	-1	4	-7
CC1CCCCN1CCNC(=O)c1ccc2c(c1)N(Cc1cccc(Cl)c1)C(=O)c1ccccc1S2(=O)=O (stereo not given)	5	-5	-3	14	-18	-2	-21	0	10	9	8
O=C(Nc1ccccc1N1CCOCC1)C1CCN(S(=O)(=O)c2ccc(F)cc2)CC1	-14	-8	10	-8	-4	19	-3	-1	2	-19	24
CC1CCN(S(=O)(=O)c2cn(CC(=O)Nc3ccc(C#N)cc3)cn2)CC1	3	9	1	-1	14	9	-11	-9	5	7	23
COc1ccc(/C=C2\SC(=S)N(CCCCCC(=O)Nc3cc(C)on3)C2=O)cc1OC	-3	12	13	32	-2	-10	11	8	-3	0	15
COc1ccc(C2=NN(C(=O)CSc3nc4ccccc4s3)C(c3ccc(F)cc3)C2)cc1 (stereo not given)	0	1	-8	-1	-9	2	6	11	-7	4	9
Cc1ccc(C)c(Cn2c(=O)n(CCCC(=O)NCc3ccco3)c(=O)c3sccc32)c1	-7	21	6	1	12	-1	14	-16	3	4	-10
C#CCOc1ccccc1/C=N/NC(=O)c1ccccc1OCc1ccccc1	-3	45	-9	10	4	-20	-3	-2	-6	-3	4
COc1cc(/C=C2/SC(=S)N(CCC(=O)Nc3cccnc3)C2=O)cc(OC)c1OC	-5	6	-5	3	-7	-6	42	-6	5	-7	-10
CCCCCC(=O)Nc1cccc(C2=NOC3(C2)C[C@@H](C(N)=O)N(C(=O)CC(c2ccccc2)c2ccccc2)C3)c1 (stereo not given in full)	-5	19	6	-1	2	1	-10	-6	-4	-7	-3
Cc1cc([N+](=O)[O-])ccc1NC(=O)CCC(=O)N1CCCCC1	9	4	-13	-2	8	-1	11	-12	-1	-6	6
CC(=O)N1c2ccc(S(=O)(=O)N3CCOCC3)cc2CC1C (stereo not given)	-2	10	-15	-15	-9	-18	8	12	4	-4	-4
CCCCCCCCCCCCN1C/C(=C\C(=O)OCC)c2cc(C(F)(F)F)ccc2S1(=O)=O	-3	10	0	5	-10	-17	1	-8	2	-3	8
COc1ccccc1NC(=O)COc1ccc(C(=O)OCC(=O)N(C(C)C)C(C)C)cc1OC	-3	17	9	0	18	-17	4	6	2	2	14
COc1ccc(C(C)=O)cc1CSc1nnc(-c2ccncc2)o1	-13	-6	-15	4	-14	-10	-31	-26	1	0	-10
CC(=O)N1CCN(C(=O)CCc2cc(C(C)(C)C)c(O)c(C(C)(C)C)c2)CC1	5	-14	0	0	4	2	-22	-1	2	3	0
CC1CCCCC1NC(=O)C1CCC(CNc2c(N3CCCCC3)c(=O)c2=O)CC1 (stereo not given)	-5	-14	-2	0	-1	0	-8	-23	-8	-2	-7
COc1ccc(NC(=O)CN2C(=O)CSc3ccc(S(=O)(=O)N4CCC(C)CC4)cc32)cc1	-4	0	-18	2	22	-27	5	13	-1	-5	8
CC(=O)c1ccc(S(=O)(=O)N2CCN(S(=O)(=O)c3ccccc3C(F)(F)F)CC2)cc1	-1	-3	0	-1	-20	-27	-1	-8	-3	5	22

Remaining list, next part
SMILES	NOD2-RIPK2 inh	TROY signal inh	LRH-1 inv ag	Exocytosis inh	NR2F2 inh	NCOA2 inhibitor	TWEAK Fn14 block	NCOA1 inh	ABHD5 PLIN5 PPI	TLR9-MyD88 block	SRC3 inh
O=C(COc1ccc(S(=O)(=O)N2CCCC2)cc1Cl)N1CCN(c2ccccc2)CC1	-3	5	-2	-2	10	-3	-5	8	5	-6	6
COC(=O)CNc1c(-c2ccccc2)nc2ccc(Br)cn12	-13	-43	-127	0	-35	-71	-11	-69	7	-22	-72
COc1cccc(N2CCN(Cc3nc4ccccc4c(=O)[nH]3)CC2)c1	3	17	16	3	-4	-30	8	-5	11	-5	22
Cc1ccc(Nc2nc(N)c([N+](=O)[O-])c(NCc3ccco3)n2)cc1	25*	-22	-59	-6	-15	-34	16	-60	-12	-4	-75
CCCCCCCCCCCC(=O)NC1CCS(=O)(=O)C1 (stereo not given)	-8	-11	11	3	2	-22	-12	-9	1	3	5
O=C(NCc1cccnc1)c1ccccc1NC(=O)c1c(F)cccc1F	-12	16	17	1	-8	-21	-3	16	-1	3	2
Cc1ccccc1NC(=O)CNc1ccccc1N1CCCCC1	-5	-14	10	-2	5	-26	-14	12	-7	3	3
Cc1cc(=O)n2c(C(=O)Nc3ccc(C(=O)OC(C)C)cc3)c(C(=O)Nc3ccccc3)sc2n1	-14	-6	-32	12	-22	11	-4	-2	2	4	15
COc1ccc(CN(C(=O)c2snc(C(N)=O)c2N)C(C(=O)NC2CCCC2)c2ccco2)cc1 (stereo not given)	-9	-17	12	0	8	1	18	-5	0	-8	6

Bioassay records deposited in PubChem by several laboratories.

An excerpt (hit frequency here may not be typical).
